Screens as filed in PubChem BioAssay.
tim10-1 inh = growth inhibitors of tim10-1 mutant yeast, primary screen, luminescence, uHTS. S. cerevisiae tim10-1 ts strain growth, BacTiter-Glo, 24 h. inhibition, % at 20 µM. 330,000 tested, 2.2% active. AID 463190, 2010;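 active = inhibition of at least 40%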;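 also: mutant grown at 25 °C; 0% = DMSO wells with yeast and 100% = wells holding no yeast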
NLRP3 yeast inh = NALP3 inflammasome inhibitors in reconstituted yeast, primary screen, luminescence, uHTS | Yeast reconstituted NLRP3/ASC/caspase-1, beta-gal luminescence, 24 h | inhibition, % at 10 µM | 330,000 tested, 0.39% active;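 active = inhibition of 50% or more; inactive = inhibition below 50%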;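 also: plate controls were induced DMSO wells for no effect and uninduced yeast grown without galactose for full effect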
GRIN3A LBD mod = binders of NR3A ligand-binding domain, primary screen, biophysical, differential scanning fluorimetry, uHTS | Glutamate receptor ionotropic, NMDA 3A (GRIN3A) ligand-binding domain | NR3A LBD differential scanning fluorimetry, Tm shift; 0% = protein alone, 100% = glycine-bound protein | Tm shift relative to glycine control, % at 25 µM | 340,000 tested, 2.5% active | AID 1259313, 2017;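 active = melting temperature shift of at least 10% of the positive control shift, at one fixed dose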
APJ ag = agonists of human apelin receptor APJ, primary screen, CHO-K1 cells, PathHunter beta-arrestin, luminescence. P35414. 0% DMSO wells, 100% apelin. activation, % at 20 µM. 330,000 tested, 0.11% active. AID 2520, 2010;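 active = activation more than six SD over the plate average, tested at 20 µM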;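 also: 0% = DMSO alone and 100% = apelin-13 at 10 nM; some results filed as inactive read as strong as hits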
Target sequence (P35414 whole entry, looked up): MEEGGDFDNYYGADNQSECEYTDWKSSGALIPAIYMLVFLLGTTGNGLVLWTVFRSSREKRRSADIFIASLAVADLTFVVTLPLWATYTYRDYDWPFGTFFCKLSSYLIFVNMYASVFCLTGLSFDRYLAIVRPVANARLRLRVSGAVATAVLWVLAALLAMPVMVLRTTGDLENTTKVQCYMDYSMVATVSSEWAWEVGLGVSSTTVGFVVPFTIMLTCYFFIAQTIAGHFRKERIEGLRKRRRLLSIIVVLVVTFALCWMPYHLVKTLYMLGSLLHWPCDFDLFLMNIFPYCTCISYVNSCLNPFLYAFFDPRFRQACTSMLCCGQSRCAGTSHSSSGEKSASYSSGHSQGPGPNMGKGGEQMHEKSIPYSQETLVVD
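assay system = CHO-K1 APJ beta-arrestin complementation cell line | input = cell density 1000 per well | dosing = compound 20 µM once, DMSO 1% | timing = compound 90 min 25 °C, reagent 1 h | measured by = luminescence from split beta-galactosidase complementation, Galacton Star/Emerald II substrate | read-out basis = APJ agonist activity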
CHOP UPR activ = activators of apoptotic CHOP UPR arm, primary screen, cell-based, CHO-CHOP luciferase reporter, luminescence, uHTS | UPR activation; percent of tunicamycin response over DMSO baseline | activation, % at 10 µM | 330,000 tested, 0.34% active;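 active = at 10 µM dose, activation of 40% or more, normalized to positive control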;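 also: 100% = tunicamycin at 10 µg/mL and 0% = DMSO alone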
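Test system: CHO-CHOP cells, stable luciferase reporter of PERK-eIF2a-CHOP signalling | Quantity: 500 CHO-CHOP cells per well | Buffer or medium: F12 plus 10% serum | Compound dosing: 10 µM single point, 0.5% DMSO | Schedule: 6 h compound treatment, 37 °C | Signal: Luciferase luminescence | Control set: Tunicamycin high control, DMSO low control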
TIM10 inh = growth inhibitors of isogenic TIM10 control yeast, primary screen, counter-screen for tim10-1 yeast inhibitor project, luminescence, uHTS. inhibition, % at 10 µM. S. cerevisiae TIM10 strain growth, BacTiter-Glo luminescence, 24 h. AID 463195, 2010. 330,000 tested, 1.4% active;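 active = inhibition of 40% or more at the single tested concentration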;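 also: wild-type TIM10 isogenic control strain grown at permissive 25 °C; 0% = DMSO yeast wells and 100% = minimal medium wells without yeast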
tim23-1 inh = growth inhibitors of tim23-1 mutant yeast, primary screen, luminescence, uHTS; S. cerevisiae tim23-1 growth, BacTiter-Glo luminescence, 24 h; inhibition, % at 20 µM; 330,000 tested, 1.3% active;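 active = growth inhibition of the mutant yeast at or above 50%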;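 also: temperature-sensitive mutant grown at 25 °C; plate controls were DMSO-treated mutant yeast for no effect and medium wells lacking yeast for full effect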
Mdm2 MdmX PPI = inhibitors of human Mdm2-MdmX association, primary screen, cell-based, luminescence, split luciferase, SaOS-2, uHTS; Protein Mdm4 (Homo sapiens) + E3 ubiquitin-protein ligase Mdm2 (Homo sapiens), …; AID 485346, 2010; SaOS-2 split-luciferase Mdm2/MdmX complementation; inhibition, % at 8 µM; 330,000 tested, 3% active;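 active = inhibition of at least 50% at 8 µM in the primary screen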
XBP1 UPR activ = activators of adaptive XBP1 UPR arm, primary screen, cell-based, CHO-XBP1 luciferase reporter, luminescence, uHTS; IRE1-XBP1 UPR activation; percent of tunicamycin response, DMSO as zero; activation, % at 20 µM; 330,000 tested, 0.33% active; AID 463104, 2010;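 active = versus positive control, 20 µM dose yields 30% or more activation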;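 also: 100% = tunicamycin at 10 µg/mL and 0% = DMSO only wells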
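Signal: luciferase luminescence; Assay system: CHO-XBP1 luciferase reporter cells; Amount: one thousand reporter cells per well; Dosing: 20 µM single concentration, DMSO 1%; Benchmarks: high control tunicamycin 10 µg/mL final, low control DMSO vehicle only; Schedule: 6 h compound exposure at 37 °C, 5% CO2; Evaluation: percent activation relative to tunicamycin reference.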
Numbers without * were called inactive. This is a random part of the collection, and some 8.2% of all compounds hit somewhere here.

nr	SMILES	tim10-1 inh	NLRP3 yeast inh	GRIN3A LBD mod	APJ ag	CHOP UPR activ	TIM10 inh	tim23-1 inh	Mdm2 MdmX PPI	XBP1 UPR activ
1	COC(=O)c1ccccc1NC(=O)C1CCN(S(C)(=O)=O)CC1	-9	-17	-6	-5	0.7	-1	-1	16	-1
2	CC1(C)Cc2c(sc3ncn4c(=S)[nH]nc4c23)CO1	-2	20	-2	-4	-0.5	4	17	8	1
3	CCc1cccc2c(N=O)c(O)[nH]c12	7	-7	-1	2	-2.0	1	7	17	-2
4	COc1ccc(S(=O)(=O)N/N=C\c2ccccc2F)cc1	28	9	0	4	3.4	15	39	-5	-4
5	Clc1ccc(/C=N/Nc2ncnc3ccccc23)cc1Cl	24	7	17*	2	1.4	-29	50	-56	7
6	CCN(CC)CCNC(=O)c1cc2c(=O)n(CC)c3ccccc3c2s1	14	3	-3	-1	-0.7	2	9	47	6
7	O=C(NCCO)c1ccc2c3n(nc2c1)-c1ccc(Cl)cc1CO3	10	7	-1	6	3.6	1	-5	-65	4
8	CCOC(=O)C1CCN(C(=O)c2ccccc2NS(=O)(=O)c2ccc(F)cc2)CC1	16	-13	0	-2	3.6	13	34	-5	-2
9	COc1cccc(/C=N/NC(=O)c2ccc3nc[nH]c3c2)c1	-27	15	4	4	1.8	-17	-18	20	-2
10	Cc1nnc(SCC(=O)Nc2ccc3c4c(cccc24)CC3)n1C	0	2	2	-4	-2.0	-20	-2	15	-3
11	CCCc1ccc2c(N)c(C#N)sc2n1	-1	31	-30	1	1.3	-7	16	-3	-1
12	O=C1Nc2ccc(Br)cc2C1(O)Cc1ccccn1 (stereo not given)	5	-1	1	-7	-0.4	10	-17	5	3
13	Cc1nn(Cc2c(Cl)cccc2Cl)c(C)c1NC(=O)c1cc(C(C)C)on1	9	13	-15	-1	0.5	7	26	79*	-3
14	Cn1c(SCC(=O)C(C)(C)C)nnc1-c1ccncc1	17	6	-1	-4	-2.1	-8	-6	7	-1
15	Cc1ccc2c(c1)N(CC(=O)NCCc1c[nH]c3ccccc13)C(=O)CO2	9	3	1	6	-1.5	7	10	-30	0

An excerpt from above in order of SMILES length, largest number first:
nr	SMILES	tim10-1 inh	NLRP3 yeast inh	GRIN3A LBD mod	APJ ag	CHOP UPR activ	TIM10 inh	tim23-1 inh	Mdm2 MdmX PPI	XBP1 UPR activ
9	COc1cccc(/C=N/NC(=O)c2ccc3nc[nH]c3c2)c1	-27	15	4	4	1.8	-17	-18	20	-2
5	Clc1ccc(/C=N/Nc2ncnc3ccccc23)cc1Cl	24	7	17*	2	1.4	-29	50	-56	7
11	CCCc1ccc2c(N)c(C#N)sc2n1	-1	31	-30	1	1.3	-7	16	-3	-1

Part of the list above, reformatted:
4) COc1ccc(S(=O)(=O)N/N=C\c2ccccc2F)cc1
  tim10-1 inh = 28	NLRP3 yeast inh = 9	GRIN3A LBD mod = 0	APJ ag = 4	CHOP UPR activ = 3.4	TIM10 inh = 15	tim23-1 inh = 39	Mdm2 MdmX PPI = -5	XBP1 UPR activ = -4

5) Clc1ccc(/C=N/Nc2ncnc3ccccc23)cc1Cl
  tim10-1 inh = 24	NLRP3 yeast inh = 7	GRIN3A LBD mod = 17*	APJ ag = 2	CHOP UPR activ = 1.4	TIM10 inh = -29	tim23-1 inh = 50	Mdm2 MdmX PPI = -56	XBP1 UPR activ = 7

6) CCN(CC)CCNC(=O)c1cc2c(=O)n(CC)c3ccccc3c2s1
  tim10-1 inh = 14	NLRP3 yeast inh = 3	GRIN3A LBD mod = -3	APJ ag = -1	CHOP UPR activ = -0.7	TIM10 inh = 2	tim23-1 inh = 9	Mdm2 MdmX PPI = 47	XBP1 UPR activ = 6

7) O=C(NCCO)c1ccc2c3n(nc2c1)-c1ccc(Cl)cc1CO3
  tim10-1 inh = 10	NLRP3 yeast inh = 7	GRIN3A LBD mod = -1	APJ ag = 6	CHOP UPR activ = 3.6	TIM10 inh = 1	tim23-1 inh = -5	Mdm2 MdmX PPI = -65	XBP1 UPR activ = 4

Next section
nr	SMILES	tim10-1 inh	NLRP3 yeast inh	GRIN3A LBD mod	APJ ag	CHOP UPR activ	TIM10 inh	tim23-1 inh	Mdm2 MdmX PPI	XBP1 UPR activ
16	O=C(O)c1cccc(NC(=O)C2C3C=CC(C3)C2C(=O)O)c1 (stereo not given)	14	9	0	3	-1.7	-8	12	36	0
17	COc1ccc(S(=O)(=O)N2CCCCCC2)cc1C(=O)N(C)Cc1cccc(OC)c1OC	10	25	1	1	0.9	7	5	-12	1
18	Cc1ccc(C)c(S(=O)(=O)N2CCC(c3nc4c(nnn4Cc4ccc(F)cc4)c(=O)[nH]3)CC2)c1	-3	12	2	-2	-3.1	5	0	3	2
19	CC(=O)NC1(C(F)(F)F)C(=O)N(Cc2ccccc2)C2=C1C(=O)CC(C)(C)C2 (stereo not given)	21	14	1	-2	-2.4	-14	5	-16	1
20	C/C(=N\NC(=S)Nc1ccc(C(C)C)cc1)c1ccc2c(c1)OCO2	33	3	-7	-4	1.7	35	8	-20	-2
21	CCOc1ccc(N(CC(=O)NC2CCCCCC2)S(=O)(=O)c2c(C)[nH]c(=O)[nH]c2=O)cc1	2	-2	0	0	-0.7	6	-2	23	-1
22	c1ccc(Cn2nnnc2CN2CCOCC2)cc1	8	-3	1	4	0.5	7	6	-16	-2
23	Cc1cccc(-n2c(O)c(C=Nc3ccccc3-c3n[nH]c(=S)[nH]c3=O)c3ccccc3c2=O)n1	-10	24	-2	-2	2.6	4	12	4	-3
24	O=C(CSc1n[nH]c(=O)n1-c1ccccc1)Nc1ccccc1C(F)(F)F	-9	7	-2	-4	2.3	0	7	9	-2
25	CCc1ccc(C(=O)CCC2CCCCC2=O)cc1 (stereo not given)	17	36	0	-5	0.1	7	26	-24	0
26	CN1CC2([N+](=O)[O-])CC=C(OCCO)C([N+](=O)[O-])(C1)C2 (stereo not given)	14	5	-1	-5	-1.1	-5	-1	20	-2
27	COc1cc(CC(=O)Nc2cccc(C(F)(F)F)c2)cc(OC)c1OC	10	5	1	-2	0.0	9	11	20	-6
28	Cn1c(=O)c2c(nc(CN3CCc4ccccc4C3)n2Cc2cccc(Cl)c2)n(C)c1=O	37	-4	0	-1	2.9	36	51*	27	-2
29	O=C(CSc1nc(-c2ccccc2)nc2ccccc12)Nc1cccc(C(=O)O)c1	13	21	-3	-3	0.8	19	9	1	-2
30	Cc1c(Cl)cnc(NC(=O)CSc2n[nH]c(N)n2)c1Cl	-9	5	-1	-1	-1.4	6	-6	-4	-3

Following part.
nr	SMILES	tim10-1 inh	NLRP3 yeast inh	GRIN3A LBD mod	APJ ag	CHOP UPR activ	TIM10 inh	tim23-1 inh	Mdm2 MdmX PPI	XBP1 UPR activ
31	CC1CCCN(C(C(=O)NC2CCCCC2)c2cc3c(cc2[N+](=O)[O-])OCO3)C1 (stereo not given)	26	21	-2	3	4.8	23	31	34	0
32	CCc1ccccc1NC(=O)N[C@H](C(=O)O)C(C)CC (stereo not given in full)	-18	-7	-2	-1	-0.6	0	8	-3	-1
33	Cc1ccccc1OCC(=O)Nc1ccc(S(=O)(=O)Nc2onc(C)c2C)cc1	7	-2	-3	-1	-1.3	-3	8	-34	12
34	CCOC(=O)Nc1ccc2c(c1)N(C(=O)CNC)c1ccccc1CC2	3	18	-1	-1	-2.5	15	9	14	-4
35	Cc1sc(NC(=O)CSc2nc(O)cc(=O)[nH]2)nc1-c1ccccc1	25	8	-1	-4	0.1	24	29	-29	1
36	O=C(CNC(=O)c1ccc(Cl)cc1Cl)OC1CCCCC1=O (stereo not given)	12	-6	0	-2	1.0	4	9	0	-2
37	O=C(NCc1ccco1)C1CCN(S(=O)(=O)N2CCC3(CC2)OCCO3)CC1	19	19	2	-1	-1.0	15	15	16	0
38	CCn1nccc1C(=O)Nc1nc2ccccc2n1CCN1CCCCC1	9	14	-4	1	-2.5	-1	15	-18	-2
39	CCOC(=O)C1=C(c2ccccc2)NC(=O)NC1c1cc(OC)c(OC)c(OC)c1 (stereo not given)	-11	13	-3	-4	-1.7	0	-6	5	-2
40	COc1cc(S(=O)(=O)n2nnc3ccccc32)c(OC)cc1Cl	40	21	0	-1	5.3	25	61*	42	-2
41	CC(=O)Nc1ccc(Oc2ncccn2)c(Cl)c1	2	4	1	-2	-2.7	5	16	27	-6
42	CC(=O)N(CC1CCCO1)c1nnc(-c2ccccn2)s1 (stereo not given)	13	9	3	8	-2.0	-5	21	-18	3
43	C=CCOc1c(CNc2ccc(C(=O)O)cc2)cccc1OCC	11	1	0	-4	0.9	4	18	28	-2
44	COc1ccc(N2C(=O)C(Cl)=C(Nc3ccc(OC)cc3OC)C2=O)cc1	2	6	2	-3	2.2	5	-3	-1	-1
45	COc1ccc(OCC(=O)NC2CCSc3ccccc32)cc1 (stereo not given)	-4	24	1	-4	0.0	-10	11	14	1
46	COc1ccc(CNC(=O)C(c2cccs2)N(C(=O)c2csnn2)C2CC2)cc1 (stereo not given)	20	-6	1	-2	1.0	6	15	-8	3
47	COc1cc(/C=N/NC(=O)Cc2ccccc2)cc([N+](=O)[O-])c1O	8	-32	-3	-5	3.3	20	7	-1	-5
48	CCOC(=O)c1ccc(N=c2sc(C(=O)OC)cc(=O)n2Cc2ccco2)cc1	9	11	2	3	41*	-5	11	55*	7
